# uPA generation: qHTS for Inhibitors of Cell Surface uPA Generation; cell surface uPA generation assay, qHTS; Potency, µM (highest dose often 38.3 µM), for inactives: top-dose activity change, negative = inhibition, actives largely listed as inhibitors; AID 540303, 2011; 330,000 tested, 0.31% active; active means well fitted inhibition curve with a large enough effect; inconclusive means small, poorly fitted or top-dose-only effect; inactive means no such curve, though single readings can be large or run the other way; tested in mouse RAW 264.7 cells; further: potency means the concentration at half of the fitted maximal effect; on the % scale 0 is the no-effect control and ±100 the full control effect; nearly all actives have a fitted effect of over 55% in size
# Rab9 prom act: qHTS Assay for Rab9 Promoter Activators. Huh7 Rab9 promoter-luciferase reporter, luminescence, 24 h. Potency, µM (titrated, usually from 9.22 µM), without a hit: at the highest dose activation, negative = inhibition, hits mostly activators. 320,000 tested, 2.8% active. AID 485297, 2010; further: potency means the concentration at half of the fitted maximal effect; % of control where 0% means no effect; nearly all actives have a fitted effect of over 60% in size
#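 Quantitative HTS format; Huh7 Rab9-luciferase reporter cells (1500/well) receive compound 2 h post-plating, incubate 24 h at 37 °C, then get luciferase reagent for 10 min before luminescence reading.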
# Coupling enz: qHTS Assay for Inhibitors of Fructose-1,6-bisphosphate Aldolase from Giardia Lamblia: Coupling assay counterscreen. AID 2472, 2010. 290,000 tested, 0.67% active. activity change, negative = inhibition, % at 58.2 µM, hits read low. coupling enzyme system counterscreen, AmpLite Red fluorescence; in the data active means activity change below about -30%; further: on the % scale 0 is the no-effect control and ±100 the full control effect
#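 Fluorescence at 525 nm excitation and 598 nm emission measured inhibition of the coupled detection system without aldolase. Compounds (at 57.5 uM final) were preincubated 10 min at room temperature with coupling enzyme reagent before a 20 min substrate/AmpLite Red step.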
# KCNH2 3.1 block: qHTS for Inhibitors of KCHN2 3.1: Mutant qHTS; 340,000 tested, 0.95% active; U2OS KCNH2 3.1, thallium flux FluxOr; active compounds read low; activity change, % (tested at about 1.8 µM); Potassium voltage-gated channel subfamily H member 2, brain isoform KCNH2 3.1 (human);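 active means maximum activity change below -70%; inconclusive means maximum activity change from -70% to -50%; inactive means maximum activity change above -50%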;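 further: thallium influx rate constant from kinetic fluorescence after stimulation buffer; on the % scale 0 is the no-effect control and ±100 the full control effect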
#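 Normalized rate constant (relative to positive and negative DMSO controls) derived from a 2 min kinetic fluorescence read after stimulation; U2OS cells expressing the 3.1 isoform via virus at 1.77 x 10^8 /mL.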
# NPC1 promoter act: qHTS Assay for NPC1 Promoter Activators; Potency, µM (highest dose often 9.22 µM), for inactives: at the highest dose activation, usual class: activators; Huh7 NPC1 promoter luciferase reporter, 24 h; 320,000 tested, 2.4% active; AID 485313, 2010;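 further: potency means the concentration at half of the fitted maximal effect; % of control where 0% means no effect; nearly all actives have a fitted effect of over 60% in size; reporter is driven by a mutant NPC1 promoter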
#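 NPC1 promoter–luciferase Huh7 cells; 24 h compound; luminescence.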
# Gal4-VP16 FLuc: VP16 counterscreen qHTS for inhibitors of ROR gamma transcriptional activity; Drosophila S2 Gal4-VP16 UAS-luciferase, luminescence, 20 h; Potency, µM (doses to about 53.6 µM), for the others: at the highest dose activity, negative = inhibition, most hits filed as inhibitors; 310,000 tested, 3.5% active; AID 2546, 2010;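 further: Gal4-VP16 expression switched on by copper sulfate through the metallothionein promoter; potency means the concentration at half of the fitted maximal effect; on the % scale 0 is the no-effect control and ±100 the full control effect; nearly all actives have a fitted effect of over 50% in size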
# Tb PFK inh: qHTS Assay to Find Inhibitors of T. brucei phosphofructokinase; T. brucei PFK, ADP-Glo luminescence; Potency, µM (series often up to 57.5 µM), inactives show at the highest dose activity, negative = inhibition, hits mostly inhibitors; 330,000 tested, 0.17% active; AID 485367, 2010;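 further: potency means the concentration at half of the fitted maximal effect; 0% = uninhibited 1x PFK enzyme wells and -100% = no-enzyme wells; nearly all actives have a fitted effect of over 60% in size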
# Target sequence (O15648 whole entry, looked up): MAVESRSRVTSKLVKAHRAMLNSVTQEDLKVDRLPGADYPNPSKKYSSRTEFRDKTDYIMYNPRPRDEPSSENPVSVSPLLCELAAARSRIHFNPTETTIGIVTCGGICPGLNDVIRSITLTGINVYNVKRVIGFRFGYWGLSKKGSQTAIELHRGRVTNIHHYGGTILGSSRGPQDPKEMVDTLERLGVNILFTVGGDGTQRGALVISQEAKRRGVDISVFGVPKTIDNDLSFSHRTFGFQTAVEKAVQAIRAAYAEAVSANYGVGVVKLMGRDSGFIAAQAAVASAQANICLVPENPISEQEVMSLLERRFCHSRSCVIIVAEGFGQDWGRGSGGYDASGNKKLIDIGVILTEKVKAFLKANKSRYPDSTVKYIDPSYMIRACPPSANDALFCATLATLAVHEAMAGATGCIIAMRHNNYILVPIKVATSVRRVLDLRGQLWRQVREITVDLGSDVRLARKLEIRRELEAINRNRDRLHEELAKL
#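 1.25 nM PFK with 0.5 mM F6P and 0.1 mM ATP in 0.1 M TEA pH 8.0, 5 mM MgCl2, incubated 45 min at room temperature; ADP measured by ADP-Glo luminescence; compounds titrated up to 57 uM.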
# RORgamma inh: qHTS for inhibitors of ROR gamma transcriptional activity; 310,000 tested, 5.4% active; Potency, µM (top dose mostly 53.6 µM), without a hit: top-dose activity change, negative = inhibition, actives largely listed as inhibitors; Nuclear receptor ROR-gamma (Mus musculus), P51450; Drosophila S2 Gal4-RORgamma UAS-luciferase reporter, 20 h; further: potency means the concentration at half of the fitted maximal effect; on the % scale 0 is the no-effect control and ±100 the full control effect; nearly all actives have a fitted effect of over 60% in size
#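 Schneider cells (Drosophila), stable Gal4 DBD–ROR gamma + UAS-luc; 1 hr cmpd preincubation; Cu2+ induction 700 uM final; 20 hr ambient; luminescence.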
# FLuc modulator: qHTS profiling assay for firefly luciferase inhibitor/activator using purifed enzyme and Km concentrations of substrates (counterscreen for miR-21 project) | Luciferin 4-monooxygenase (Photinus pyralis), P08659 | purified FLuc, Km substrates, luminescence inhibition | Potency, µM (doses to about 57.5 µM), for the others: top-dose activity change, negative = inhibition, usual class: inhibitors | 360,000 tested, 6.9% active | AID 588342, 2011;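 further: potency means the concentration at half of the fitted maximal effect; plate controls were vehicle for no effect and reference inhibitor for full effect; nearly all actives have a fitted effect of over 55% in size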
# Target sequence (P08659 whole entry, looked up): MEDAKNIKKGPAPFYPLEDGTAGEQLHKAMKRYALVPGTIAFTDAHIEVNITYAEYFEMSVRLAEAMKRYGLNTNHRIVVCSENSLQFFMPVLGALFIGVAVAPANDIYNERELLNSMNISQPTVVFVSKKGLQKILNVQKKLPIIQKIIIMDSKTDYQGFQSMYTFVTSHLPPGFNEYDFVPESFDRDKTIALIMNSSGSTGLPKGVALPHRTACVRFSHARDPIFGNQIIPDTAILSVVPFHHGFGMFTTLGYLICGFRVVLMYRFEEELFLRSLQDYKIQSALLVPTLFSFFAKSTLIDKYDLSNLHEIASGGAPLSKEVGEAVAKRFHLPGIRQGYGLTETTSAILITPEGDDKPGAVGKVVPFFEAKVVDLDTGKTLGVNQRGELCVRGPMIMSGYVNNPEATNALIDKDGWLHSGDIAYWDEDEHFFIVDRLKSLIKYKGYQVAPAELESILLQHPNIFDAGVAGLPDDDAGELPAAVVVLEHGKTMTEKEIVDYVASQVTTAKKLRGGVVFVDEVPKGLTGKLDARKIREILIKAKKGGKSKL
#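 Biochemical qHTS of compounds, final roughly 60 µM downward over six points, against 10 nM purified firefly luciferase using Km concentrations of substrates (10 uM D-luciferin, 10 uM ATP) in Tris acetate pH 7.5 buffer; luminescence output.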
# Giardia killer: Small Molecules that selectively kill Giardia lamblia: qHTS; Giardia lamblia trophozoite viability; activity change, % at 7.66 µM, hits read low; 340,000 tested, 0.15% active; AID 540267, 2011; in the data active means activity change below about -80%; inconclusive means between about -30% and that limit;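 further: parasites exposed to compound for two days anaerobically before the ATP read; on the % scale 0 is the no-effect control and ±100 the full control effect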
#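 Giardia trophozoites, 100 cells per well, were exposed to compounds for 48 hrs at 37 deg C under anaerobic conditions; viability was then read as ATP content by bioluminescence after 15-30 min at room temperature.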
# ELG1 genotox: qHTS screen for small molecules that induce genotoxicity in human embryonic kidney (HEK293T) cells expressing luciferase-tagged ELG1 | Potency, µM (series often up to 46 µM), without a hit: at the top dose activity change, positive = activation, usual class: activators | HEK293T ELG1-luciferase reporter, luminescence, 16 h | 330,000 tested, 1.3% active; further: potency means the concentration at half of the fitted maximal effect; % of control where 0% means no effect; nearly all actives have a fitted effect of over 60% in size
#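 DMSO vehicle served as control against compound-treated ELG1-luciferase HEK293T cells; exposure lasted 16 hr at 37 °C and 5% CO2, followed by ONE-Glo luminescence detection after 30 min.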
# Numbers without * were called inactive; ? = inconclusive; . = not tested or not shown; [ ] = another dose, or the depositor's remark. Unless noted, the call rests on the fitted dose curve; in most records, active means well fitted curve in the direction sought with a large enough effect; inconclusive means small, poorly fitted or top-dose-only effect, or another doubt; inactive means no such curve, though single readings can be large; an effect the other way counts as inactive or inconclusive.
SMILES,uPA generation,Rab9 prom act,Coupling enz,KCNH2 3.1 block,NPC1 promoter act,Gal4-VP16 FLuc,Tb PFK inh,RORgamma inh,FLuc modulator,Giardia killer,ELG1 genotox
Cc1ccc(C)c(NC(=O)C2CCCN2C(=O)OC(C)(C)C)c1 (stereo not given),1%,-1%,3,2,3%,1%,1%,6%,-2%,8,-3%
O=C(CNc1ccccc1F)Nc1cc(S(=O)(=O)N2CCCCC2)ccc1Cl,-19%,-6%,.,14,-4%,.,2%,.,0%,18,-4%
Clc1ccc(OCCCCN2CCc3ccccc3C2)cc1,-9%,0%,7,?,0%,-5%,-12%,13%,-8%,5,-9%
COc1ccccc1Cc1noc(C(C)(C)NC(=O)c2ccccc2)n1,.,8%,0,-7,-1%,-5%,-4%,4%,-2%,-16,-1%
Cc1ccc(-c2nc(S(=O)(=O)c3ccc(C)cc3)c(SCC(N)=O)o2)cc1,-3%,2%,-2,9,-1%,-3%,1%,-23%,4%,-26,-1%
O=C(COc1ccccc1)N1CCN(C(=O)c2ccc([N+](=O)[O-])cc2)CC1,-5%,3.2µM*,-2,31,4µM*,?,-4%,?,9.5µM*,-4,?
CC(c1ccc(F)cc1)n1c(-c2ccc3ccccc3n2)n[nH]c1=S (stereo not given),11%,-4%,.,7,2%,3.5µM*,-2%,0.89µM*,-3%,-1,0%
CC(C(=O)NCCCN1CCOCC1)n1cccc1C(=O)c1ccccc1 (stereo not given),-3%,-3%,4,5,-2%,-4%,4%,?,3%,2,-2%
COc1ccc(S(=O)(=O)N2CCC(C(=O)NCc3ccccn3)CC2)cc1Cl,-1%,-5%,4,-17,1%,1%,-1%,17%,5%,-8,7%
O=C(COC(=O)c1ccc2c(c1)OCCO2)NCCc1ccc(F)cc1,4%,.,.,6,.,.,1%,.,.,-19,5%
COC(=O)c1ccccc1NC(=O)c1nc(S(=O)(=O)Cc2ccccc2)ncc1Cl,0%,-37%[inhibitor],.,-5,-41%[inhibitor],3.2µM*,-4%,?,2%,11,7%
CN(C)C(=O)N1CCC(C(=O)NCc2ccccc2)CC1,13%,-1%,3,-20,-1%,1%,-1%,2%,2%,9,0%
NC(=O)C1CCN(C(=O)c2cc(-c3ccccc3Cl)nc3ccccc23)CC1,-2%,.,.,1,.,.,1%,.,.,-2,3%
Cc1cccc(OCC(=O)Nc2ccc(N3CCN(S(C)(=O)=O)CC3)cc2)c1C,8%,-24%,0,-7,0%,4%,-16%,-15%,-2%,11,?
COc1ccccc1CNC(=O)CCn1c(=O)[nH]c2ccsc2c1=O,0%,2%,4,13,0%,-5%,-3%,-13%,1%,-17,2%
NC(=O)COC(=O)c1cc(=O)[nH]c2ccccc12,0%,0%,-1,25,-3%,-11%,1%,-2%,1%,-5,0%
CCN1C(=O)c2cccc3c(S(=O)(=O)NCC4CCCO4)ccc1c23 (stereo not given),?,-2%,-7,-12,0%,3%,0%,-43%,-1%,-1,15µM*
Cc1cnc(C(=O)OC(C(=O)Nc2cc(C(F)(F)F)ccc2Cl)c2ccccc2)cn1 (stereo not given),1%,26%,2,-15,-2%,3%,0%,-13%,3%,-21,1%
Cc1cc(C)n(C(=O)c2ccc(C)c(S(=O)(=O)N3CCOCC3)c2)n1,1%,6%,6,4,-3%,-3%,2%,-40%,0%,-4,-2%
NC(=O)c1ccc(Cl)c2ccccc12,-1%,8%,1,-11,1%,-8%,1%,30%,6%,-4,-4%
NC(=S)NNC(=S)Nc1ccccc1,-1%,-6%,-1,3,-5%,-1%,6%,?,3%,-22,2%
O=C(c1ccc(Cl)cc1)c1c[nH]c(C(=O)NNc2ccccc2)c1,8%,15%,5,2,0%,-14%,-5%,-1%,3%,22,?
N/C(=N\OC(=O)Cc1cccs1)c1ccccc1,-4%,27%,0,-3,?,24%,-6%,33%,15µM*,-4,?
Cc1ccc(Cn2cc(SCC(N)=O)c3ccccc32)cc1,-6%,-2%,4,7,10%,-5%,-3%,2%,-3%,4,1%
COc1ccc(C)cc1NS(=O)(=O)c1cc(C)ccc1C,.,1%,-2,-13,-2%,13%,-5%,2%,0%,-13,0%
Cc1ccc(N2CC(C(=O)Nc3ccc(S(=O)(=O)Nc4nccc(C)n4)cc3)CC2=O)cc1 (stereo not given),2%,-1%,4,7,0%,-6%,-1%,-6%,-10%,17,0%
CCCCNCc1ccc(OCc2ccc(Cl)nc2)c(OC)c1,1%,-7%,1,7,-2%,-12%,-3%,-5%,-2%,-4,0%
O=C(/C=C/c1c(F)cccc1Cl)Nc1nn[nH]n1,2%,-5%,1,0,-5%,6%,11%,-7%,-18%,3,0%
Cc1ccc(-n2c(COc3cccc(C)c3)n[nH]c2=S)cc1,-14%,-2%,1,4,-5%,?,-3%,?,?,-11,0%
CCC1(c2ccccc2)NC(=O)N(CC(=O)Nc2ccccc2N2CCCC2)C1=O (stereo not given),0%,-5%,.,13,-5%,.,-7%,.,0%,-1,-11%
O=C(COc1ccc(Br)cc1)OCCN1CCCCC1,-3%,0%,1,23,-2%,-10%,2%,-9%,3%,8,-3%
CC1CN(c2cc(=O)n(-c3ccccc3)c(=O)[nH]2)CC(C)O1 (stereo not given),-3%,2%,-1,1,0%,3%,1%,-19%,3%,9,-1%
O=C(Nc1nnc(C2=COCCO2)o1)c1ccc(S(=O)(=O)N2CCOCC2)cc1,3%,-11%,0,-28,-2%,-2%,-1%,11µM*,2%,3,4%
Clc1ccc(Cc2nnc(-c3ccccc3Br)o2)cc1,-2%,-5%,2,-16,0%,2%,-1%,5%,?,-7,1%
N/C(=N\OC(=O)CCCc1ccccc1)c1ccc(Br)cc1,-4%,-9%,.,6,-4%,0%,0%,3%,5%,17,15%
CN1CCN(c2oc(-c3ccccc3)nc2S(=O)(=O)c2ccc(Br)cc2)CC1,-2%,-1%,.,-23,-2%,7%,-7%,5%,-1%,-5,-4%
O=C(O)CSc1nc2ccccc2n1Cc1ccccc1,0%,0%,-3,-10,2%,0%,2%,20%,-3%,-8,-1%
NNC(=O)COc1ccc(-c2nccc(-c3ccc(F)cc3)n2)cc1,-11%,-11%,-1,1,-14%,-7%,10%,-43%,?,-16,7%
O=C1CCC(=O)N1CNc1ccccn1,6%,-1%,0,-13,1%,-5%,2%,-5%,0%,0,0%
O=C(COC(=O)C1CC(=O)N(c2ccc3c(c2)OCCO3)C1)NC1CCCc2ccccc21 (stereo not given),7%,0%,4,13,-6%,2%,0%,15%,-1%,5,12%
O=C(COC(=O)CN1C(=O)NC2(CCCC2)C1=O)Nc1ccccc1C(F)(F)F,-2%,1%,.,-26,-4%,.,1%,.,4%,-7,0%
Cc1cc(N2CCCC2)ccc1/C=C1\NC(=S)N(C)C1=O,-10%,3.2µM*,-18,.,?,2.5µM*,-1%,-42%,13µM*,-4,10%
N=c1c2c(-c3ccccc3)c(-c3ccccc3)n(Cc3ccco3)c2ncn1CCCN1CCOCC1,-5%,-11%,4,-78*,-5%,?,2%,?,3%,-8,0%
Cc1c(NC(=O)c2cnn3c2NC(c2ccco2)CC3C(F)(F)F)c(=O)n(-c2ccccc2)n1C (stereo not given),-1%,-6%,-1,21,-5%,2%,17%,9%,3%,-3,0%
O=[n+]1c2c(n([O-])c3c1CCCC3)CCCC2,.,0%,0,-16,4%,3%,15%,-12%,1%,-11,2%
CCOC(=O)c1cnc2cc(-c3ccc(Cl)cc3)nn2c1N,-6%,1.3µM*,-4,-26,1.1µM*,20%,5%[0.46 µM],30%,?,3,?
O=c1[nH]c(C2CCCN(S(=O)(=O)c3ccc(F)cc3)C2)nc2c1nnn2Cc1ccc(F)cc1 (stereo not given),-2%,-3%,-1,-4,-2%,4%,0%,-10%,1%,-1,2%
CN1CCN(S(=O)(=O)c2ccc(Oc3ccc(F)cc3Br)nc2)CC1,-3%,-3%,1,26,-8%,3%,6%,27%,2%,0,-2%
O=C(Oc1ccc(-c2cnc3ccccc3n2)cc1)c1ccco1,-3%,?,1,15,?,?,0%,-32%,0.27µM*,2,16µM*

# Source: PubChem BioAssay (National Center for Advancing Translational Sciences (NCATS))
